# Bioassay records (PubChem BioAssay)
# PRC2 inh: blocks human EZH2/PRC2 H3K27 methylation. inhibition, % at 12.5 µM. 57,000 compounds, 0.35% hits. DELFIA TRF, 1 h. Q15910;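 active means mean inhibition of replicates at least 50% and every single replicate also reaching 50%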;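 further: dimethyl H3K27 on biotinylated H3 21-44 peptide detected by antibody; plate controls were median neutral control wells for no effect and median positive control wells for full effect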
# IDH1 mut inh: IDH1 R132H (human) inhibition | IDH1 R132H reductase, diaphorase/resazurin fluorescence, 60 min | AID 624101 | 70,000 compounds, 0.18% hits | O75874 | inhibition, % at 10 µM; in the data active means inhibition above about 34%;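 further: 0% = DMSO and 100% = no enzyme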
# Target sequence (O75874 whole entry R132H): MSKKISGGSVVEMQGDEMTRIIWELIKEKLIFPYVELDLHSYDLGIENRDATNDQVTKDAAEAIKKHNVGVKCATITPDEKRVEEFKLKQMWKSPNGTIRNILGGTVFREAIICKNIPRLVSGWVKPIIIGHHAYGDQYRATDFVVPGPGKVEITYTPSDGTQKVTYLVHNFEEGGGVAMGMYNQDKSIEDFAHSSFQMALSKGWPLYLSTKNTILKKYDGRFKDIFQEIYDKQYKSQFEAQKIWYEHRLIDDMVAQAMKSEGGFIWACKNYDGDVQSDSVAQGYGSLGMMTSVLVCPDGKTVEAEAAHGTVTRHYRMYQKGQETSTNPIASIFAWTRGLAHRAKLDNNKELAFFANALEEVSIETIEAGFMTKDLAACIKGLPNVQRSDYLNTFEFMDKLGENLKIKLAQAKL
# An asterisk follows results filed as active; x = not tested or not shown; & = joins results of further samples. Some of the compounds tested (hit frequency here may not be typical).
SMILES,PRC2 inh,IDH1 mut inh
C[C@@H]1CN([C@H](C)CO)S(=O)(=O)c2ccc(-c3cccnc3)cc2O[C@H]1CN(C)C(=O)NC1CCCC1,13.1,-2.4
C[C@@H]1CN([C@@H](C)CO)C(=O)Cc2cc(NC(=O)Nc3ccc(C(F)(F)F)cc3)ccc2O[C@H]1CN(C)Cc1ccccc1,-38.4,2.5
C[C@@H]1CCCCO[C@@H](CN(C)Cc2ccc(C(F)(F)F)cc2)[C@H](C)CN([C@@H](C)CO)C(=O)c2cc(NC(=O)Nc3cccc4ccccc34)ccc2O1,x,1.1
C[C@H]1CN([C@@H](C)CO)C(=O)c2cc(-c3ccccc3F)cnc2O[C@@H]1CN(C)C(=O)NC1CCCCC1,-5.2&-10.7,x
O=C(C[C@@H]1C[C@H]2c3cc(NC(=O)c4ccc5c(c4)OCO5)ccc3O[C@H]2[C@@H](CO)O1)NCc1cccnc1,-9.4,-0.6
CO[C@@H]1CN(C)C(=O)c2cc(NC(=O)Cc3ccccc3)ccc2OC[C@@H](C)N(C(C)=O)C[C@@H]1C,5.4,-0.1
COc1ccc(NC(=O)Nc2ccc3c(c2)C(=O)N([C@H](C)CO)C[C@@H](C)[C@@H](CN(C)S(=O)(=O)c2ccc(F)cc2)O3)cc1,x,0.8
O=C(C[C@H]1C[C@@H]2c3cc(NC(=O)C4CCC4)ccc3O[C@@H]2[C@@H](CO)O1)NCc1ccccc1,3.3,-1.7
COc1ccc(-n2c(SCCC(=O)O)nnc2-c2ccncc2)cc1,0.1,0.7
O=C(N/N=C/[C@H](O)[C@@H](O)[C@H](O)[C@H](O)CO)c1ccccc1O,11.3,0.2
O=C(C[C@@H]1C=C[C@H](NC(=O)C2CCOCC2)[C@@H](CO)O1)NCC1CC1,-3.0,0.2
O=C(CC1CC1)Nc1ccc2c(c1)[C@H]1C[C@@H](CC(=O)NC3CCCCC3)O[C@@H](CO)[C@H]1O2,-13.6,0.1
Cc1noc(C)c1S(=O)(=O)Nc1ccc2c(c1)CC(=O)N([C@H](C)CO)C[C@H](C)[C@@H](CN(C)C(=O)NC1CCCCC1)O2,x,3.1
Cc1c(Cl)cccc1NC(=O)Cn1cc(C(=O)C2CC2)c2ccccc21,10.1,0.0
CO[C@@H]1CN(C)C(=O)c2ccc(NC(=O)c3ccccc3)cc2OC[C@@H](C)NC[C@@H]1C,16.7,0.0
O=C(O)C1=C[C@H](c2ccc(C(F)(F)F)cc2)C[C@H](OCc2ccc(CO)cc2)O1,-6.8,x
CCN(CC)CCn1nnc2c(=O)oc3ccccc3c21,-16.4,0.1
CCCNC(=O)N(C)C[C@@H]1Oc2cc(-c3ccccc3F)ccc2S(=O)(=O)N([C@H](C)CO)C[C@H]1C,2.5,0.3
COc1cccc(C(=O)Nc2ccc3c(c2)OC[C@H](C)N(C(=O)C2CCCC2)C[C@@H](C)[C@H](OC)CN(C)C3=O)c1,-10.4,-0.3
O=C(Nc1ccc(S(=O)(=O)Nc2ncccn2)cc1)c1ccccc1Oc1ccccc1,2.1,-0.1
O=C(N[C@H]1CC[C@@H](CCNC(=O)c2cnccn2)O[C@H]1CO)c1ccc2c(c1)OCO2,-11.9,0.1
CC(=O)N[C@H]1CC[C@H](CCNC(=O)C2CC2)O[C@H]1CO,-3.2,0.6
CC(C)NC(=O)N(C)C[C@@H]1Oc2ccc(NC(=O)Nc3ccc4c(c3)OCO4)cc2CC(=O)N([C@@H](C)CO)C[C@@H]1C,x,-0.2
C[C@H](CO)N1C[C@H](C)[C@@H](CN(C)Cc2cccc(O)c2)OCc2cnnn2CCCC1=O,3.3,x
C[C@H]1CN([C@@H](C)CO)C(=O)c2cc(NC(=O)Cc3cn(C)c4ccccc34)ccc2O[C@@H]1CN(C)C,x,-1.9
CC(=O)N(C)C[C@H]1Oc2ncc(C#C[C@H](C)O)cc2C(=O)N([C@@H](C)CO)C[C@@H]1C,-20.0,-3.0
CCCNC(=O)N(C)C[C@@H]1Oc2ncc(C#C[C@@H](C)O)cc2C(=O)N([C@@H](C)CO)C[C@@H]1C,-18.5,x
C[C@@H]1CN([C@@H](C)CO)C(=O)c2cccc(NC(=O)Nc3cccc4ccccc34)c2O[C@H]1CN(C)S(=O)(=O)c1ccccc1,-7.0,-0.7
C[C@H]1CN([C@@H](C)CO)C(=O)Cc2cc(N(C)C)ccc2O[C@H]1CN(C)C(=O)Nc1cccc2ccccc12,-5.4,-0.8
CCNC(=O)c1cc2c(c(-c3cccc(-c4cccc(OC)c4)c3)n1)[C@H](CCO)N([S@@](=O)C(C)(C)C)C2,12.6,-0.7
C[C@H]1CN([C@@H](C)CO)C(=O)c2cccc(NC(=O)C3CC3)c2O[C@H]1CN(C)Cc1ccc(Cl)c(Cl)c1,x,0.9
CO[C@H]1CN(C)C(=O)c2ccc(NC(=O)Nc3ccc(Cl)c(Cl)c3)cc2OC[C@H](C)NC[C@@H]1C,-47.5,-0.1
Cc1cc(C)cc(OCC(=O)Nc2cc(-c3nc4ccc(C)cc4o3)ccc2C)c1,21.9,-0.2
CS(=O)(=O)Nc1ccc2c(c1)[C@@H]1C[C@@H](CC(=O)NC3CCCC3)O[C@H](CO)[C@@H]1O2,9.3,-0.4
C[C@H](CO)N1C[C@H](C)[C@H](CN(C)Cc2ccc(C(=O)Nc3ccccc3N)cc2)Oc2ccc(NC(=O)c3ccncc3)cc2CC1=O,x,-0.3
COc1ccc(C#Cc2cnc3c(c2)C(=O)N([C@@H](C)CO)C[C@@H](C)[C@H](CN(C)C(=O)c2ccccc2F)O3)cc1,-3.1,-0.1
C[C@@H]1CN([C@H](C)CO)S(=O)(=O)c2ccc(Br)cc2O[C@H]1CN(C)C(=O)c1cnccn1,-7.6,-0.2
CC(C)NC(=O)Nc1cccc2c1O[C@H](CN(C)C(=O)Nc1ccc3c(c1)OCO3)[C@@H](C)CN([C@@H](C)CO)C2=O,x,3.0
CN1CCN(C(=O)C[C@@H]2CC[C@H](NC(=O)Nc3ccccc3F)[C@H](CO)O2)CC1,-0.9,-0.1
C[C@H]1CN([C@@H](C)CO)C(=O)Cc2cc(NS(=O)(=O)c3cccs3)ccc2O[C@@H]1CN(C)Cc1ccncc1,x,0.2

# Some of these compounds in order of SMILES length, smallest number first.
SMILES,PRC2 inh,IDH1 mut inh
Cc1cc(C)cc(OCC(=O)Nc2cc(-c3nc4ccc(C)cc4o3)ccc2C)c1,21.9,-0.2
C[C@@H]1CN([C@H](C)CO)S(=O)(=O)c2ccc(Br)cc2O[C@H]1CN(C)C(=O)c1cnccn1,-7.6,-0.2
CO[C@H]1CN(C)C(=O)c2ccc(NC(=O)Nc3ccc(Cl)c(Cl)c3)cc2OC[C@H](C)NC[C@@H]1C,-47.5,-0.1

# Returning to the listing, starting 3 compounds before the break.
SMILES,PRC2 inh,IDH1 mut inh
CC(C)NC(=O)Nc1cccc2c1O[C@H](CN(C)C(=O)Nc1ccc3c(c1)OCO3)[C@@H](C)CN([C@@H](C)CO)C2=O,x,3.0
CN1CCN(C(=O)C[C@@H]2CC[C@H](NC(=O)Nc3ccccc3F)[C@H](CO)O2)CC1,-0.9,-0.1
C[C@H]1CN([C@@H](C)CO)C(=O)Cc2cc(NS(=O)(=O)c3cccs3)ccc2O[C@@H]1CN(C)Cc1ccncc1,x,0.2
C=CCNC(=O)[C@H]1[C@@H]2C(=O)O[C@@H](c3ccccc3)[C@@H](c3ccccc3)N2[C@@H](c2ccc(OCCO)cc2)[C@]12C(=O)Nc1ccc(C#CC3=CCCCC3)cc12,-29.1,-0.1
COc1ccc(NC(=O)N(C)C[C@@H]2Oc3c(NS(=O)(=O)c4ccc(C)cc4)cccc3C(=O)N([C@@H](C)CO)C[C@@H]2C)cc1,x,-1.5
CCC(C)C(Nc1ncnc2c1oc1ccccc12)C(=O)O (stereo not given),12.1,-0.3
CCNC(=O)C[C@H]1C=C[C@@H](NS(=O)(=O)c2ccc(F)cc2)[C@H](CO)O1,-0.1,0.4
CN(C)C(=O)C[C@H]1C[C@@H]2c3cc(NC(=O)Nc4ccc(F)cc4)ccc3O[C@@H]2[C@H](CO)O1,-1.7,-0.1
O=C(NCCN1CCOCC1)c1cnn2c(C(F)F)cc(-c3ccccc3)nc12,x,1.8
C[C@H](CO)N1C[C@H](C)[C@@H](CN(C)CC2CCCCC2)Oc2ccc(NS(=O)(=O)c3ccccc3)cc2CC1=O,-2.2,0.0
C[C@H](CO)N1C[C@H](C)[C@@H](CN(C)Cc2ccncc2)OCc2ccccc2-c2ccccc2C1=O,9.1,13.9
CCN1CCN(C(=O)c2ccc(CNS(=O)(=O)c3cccc(OC)c3)cc2)CC1,x,0.5
COc1ccc(N(CC(=O)Nc2ccc(F)c(F)c2)S(C)(=O)=O)cc1Cl,4.6,1.2
O=C(CSc1nnc(-c2cccc(Br)c2)n1-c1ccccc1)Nc1ccccc1[N+](=O)[O-],15.5,0.0
CO[C@@H]1CN(C)C(=O)c2ccc(NC(=O)Nc3cc(Cl)cc(Cl)c3)cc2OC[C@H](C)NC[C@@H]1C,-39.8,-0.1
Cc1noc(C)c1S(=O)(=O)Nc1ccc2c(c1)CC(=O)N([C@@H](C)CO)C[C@H](C)[C@H](CN(C)Cc1ccc3c(c1)OCO3)O2,x,-0.3
CC(C)CC#Cc1ccc2c(c1)O[C@H](CN(C)C(=O)c1ccncc1)[C@@H](C)CN([C@H](C)CO)S2(=O)=O,-1.4,1.5
Cc1cc(=O)oc2cc(OC(C)C(=O)NCC3CCCO3)ccc12 (stereo not given),8.9,0.0
C[C@@H]1CCCCO[C@H](CN(C)Cc2ccc(C(=O)O)cc2)[C@H](C)CN([C@H](C)CO)C(=O)c2cc(N(C)C)ccc2O1,-2.9,-0.4
CCC[C@@H]1C[C@@H](C(=O)N[C@@H](C2O[C@H](SC)[C@H](O)[C@@H](O)[C@H]2O)[C@H](C)Cl)N(C)C1 (stereo not given in full),x,0.0
Cc1ccc(S(=O)(=O)Nc2ccc3c(c2)C(=O)N([C@H](C)CO)C[C@H](C)[C@@H](CN(C)C(=O)Nc2c(C)noc2C)O3)cc1,x,2.0
O=C(CS(=O)c1ccc(C(F)(F)F)cc1[N+](=O)[O-])Oc1ccc(C2CCCCC2)cc1 (stereo not given),0.7,-0.2
C[C@@H]1CCCCO[C@@H](CN(C)C(=O)NC2CCCCC2)[C@@H](C)CN([C@H](C)CO)C(=O)c2cc(NS(=O)(=O)c3cn(C)cn3)ccc2O1,x,-0.4
CS(=O)(=O)N(CC(=O)Nc1ccc(I)cc1)Cc1ccccc1,4.9,0.3
COc1cc(OC)cc(-c2nnc(SCC(=O)Nc3ccc(F)cc3)o2)c1,21.6,-0.1
CCC(=O)Nc1ccc2c(c1)C(=O)N(C)C[C@@H](OC)[C@H](C)CN(C(=O)Cc1ccccn1)[C@H](C)CO2,-0.5,0.3
O=C(C[C@@H]1C[C@@H]2c3cc(NC(=O)C4CCOCC4)ccc3O[C@@H]2[C@H](CO)O1)NCc1ccncc1,-2.5,-0.1
C[C@H]1CN([C@@H](C)CO)C(=O)c2cccc(NC(=O)Nc3ccc(F)cc3)c2O[C@H]1CN(C)Cc1ccncc1,1.2,x
Cc1noc(C)c1S(=O)(=O)Nc1ccc2c(c1)C(=O)N([C@@H](C)CO)C[C@@H](C)[C@H](CN(C)C(=O)Cc1ccccc1)OCCCC[C@H](C)O2,x,1.0
COc1ccc(OC)c(NC(=O)c2ccc(Cl)c(S(=O)(=O)Nc3ccc(C)cc3C)c2)c1,4.3,-0.4
CO[C@H]1CN(C)C(=O)c2cc(NC(=O)c3ccc(F)cc3)ccc2OC[C@H](C)NC[C@@H]1C,-5.2,x
COc1ccc(NC(=O)C2=C(C)NC(=S)NC2c2cccc([N+](=O)[O-])c2)c(OC)c1 (stereo not given),-0.4,0.2
C[C@@H]1CN([C@@H](C)CO)C(=O)c2cc(C#CCN(C)C)cnc2O[C@H]1CN(C)C(=O)c1cnccn1,4.7,-3.6
O=c1[nH]c(=O)c2sc3nc(-c4ccc5c(c4)OCCO5)cc(C(F)(F)F)c3c2[nH]1,x,-0.6
CO[C@H]1CN(C)C(=O)c2cc(NC(=O)Cc3ccccc3)ccc2OC[C@@H](C)N(C(=O)c2ccccc2F)C[C@H]1C,-8.7,-0.1
O=C(C[C@@H]1C[C@H]2c3cc(NC(=O)c4cccnc4)ccc3O[C@H]2[C@H](CO)O1)NCc1cccc(F)c1,-10.9,0.0
C[C@H](CO)N1C[C@H](C)[C@H](CN(C)C(=O)Nc2ccc(F)cc2)Oc2ncc(C#Cc3ccc(C(F)(F)F)cc3)cc2C1=O,x,0.3
COc1cc(CO)cc(Br)c1OCc1cccc([N+](=O)[O-])c1,4.3,1.9
O=C(Nc1ccc2c(c1)OCO2)N[C@@H]1CC[C@H](CC(=O)N2CCN(c3ccccc3)CC2)O[C@H]1CO,0.6,0.2
C[C@@H]1CN([C@H](C)CO)S(=O)(=O)c2ccc(-c3ccccc3F)cc2O[C@H]1CN(C)C(=O)C1CC1,-9.4,-2.7
CO[C@H]1CN(C)C(=O)c2cc(NS(=O)(=O)c3ccccc3)ccc2OC[C@@H](C)N(C(=O)NC(C)C)C[C@H]1C,7.5,0.1
O=C(NCc1ccco1)c1ccccc1NC(=O)C1COc2ccccc2O1 (stereo not given),-0.5,0.0
C[C@@H]1CCCCO[C@@H](CN(C)S(C)(=O)=O)[C@@H](C)CN([C@H](C)CO)C(=O)c2cc(NS(=O)(=O)c3cn(C)cn3)ccc2O1,x,1.5

# Random excerpt: 4 compounds from above.
SMILES,PRC2 inh,IDH1 mut inh
CCC(=O)Nc1ccc2c(c1)C(=O)N(C)C[C@@H](OC)[C@H](C)CN(C(=O)Cc1ccccn1)[C@H](C)CO2,-0.5,0.3
C[C@H]1CN([C@@H](C)CO)C(=O)c2cccc(NC(=O)Nc3ccc(F)cc3)c2O[C@H]1CN(C)Cc1ccncc1,1.2,x
C[C@H](CO)N1C[C@H](C)[C@H](CN(C)C(=O)Nc2ccc(F)cc2)Oc2ncc(C#Cc3ccc(C(F)(F)F)cc3)cc2C1=O,x,0.3
O=C(C[C@@H]1C[C@H]2c3cc(NC(=O)c4cccnc4)ccc3O[C@H]2[C@H](CO)O1)NCc1cccc(F)c1,-10.9,0.0
